OX1R antag-1 = blocks the human orexin 1 receptor | CHO/OX1R cells, Fluo-8 calcium fluorescence, orexin A | inhibition, % at 5 µM | AID 434989 | actives 0.43% (n = 330,000);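 active = inhibition above its plate's threshold, mean inhibition of all tested compounds on the plate plus 3 SD, cut at about 37% in these data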;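 note: 0% = orexin A challenge wells and 100% = SB-334867-A antagonist wells; not every result past the cut was called active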
Target sequence (O43613 whole entry, looked up): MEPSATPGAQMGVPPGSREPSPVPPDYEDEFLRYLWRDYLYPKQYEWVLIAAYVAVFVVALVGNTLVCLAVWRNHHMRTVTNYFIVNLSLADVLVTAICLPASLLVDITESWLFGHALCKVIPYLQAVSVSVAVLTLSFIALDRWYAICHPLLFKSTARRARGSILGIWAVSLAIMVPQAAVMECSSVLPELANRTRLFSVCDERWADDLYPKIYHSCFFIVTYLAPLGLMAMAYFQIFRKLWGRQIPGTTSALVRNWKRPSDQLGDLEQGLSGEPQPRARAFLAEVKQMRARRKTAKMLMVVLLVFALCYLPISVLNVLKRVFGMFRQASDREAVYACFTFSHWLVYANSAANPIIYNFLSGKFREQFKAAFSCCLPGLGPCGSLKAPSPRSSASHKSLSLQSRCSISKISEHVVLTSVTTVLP
OX1R antag-2 = blocks the human orexin 1 receptor; O43613; OX1R-expressing cells, FRET antagonist read-out; inhibition, % at 6.6 µM; actives 1.8% (n = 330,000); AID 485270; in the data active = inhibition mostly above about 38%, no sharp cut-off; inactive = mostly below about 40%;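 note: 0% = agonist challenge alone and 100% = reference antagonist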
Numbers without * were called inactive.

entry	OX1R antag-1	OX1R antag-2	SMILES
1	-6	-2	CCc1ccc(C(=O)CN2C(=O)NC3(CCc4ccccc43)C2=O)cc1 (configuration not stated)
2	-4	20	CNC(=O)CSc1nnc(C(C)C)n1C
3	-34	17	COc1ccc(OC)c(/C=N/NC(=O)c2[nH]ncc2Br)c1
4	-6	13	COc1cc2c(cc1O)CC[C@@H]1[C@@H]2CC[C@]2(C)[C@@H](O)CC[C@@H]12
5	7	4	O=C(NC(=S)Nc1ccc(O)cc1)c1cncc(Br)c1
6	0	12	CNC(=S)Nc1cccc(Cl)c1C
7	-12	11	Cc1ccc(C2CC(=O)NC3=C2C(=O)CCC3)cc1Br (configuration not stated)
8	-14	14	CCCn1c(SCC(=O)Nc2ccc(NC(=O)CC)cc2)nc2c1c(=O)n(C)c(=O)n2C
9	4	-3	N#C/C(=C/c1cn(CC(=O)O)c2ccccc12)c1ccc(F)cc1
10	-2	2	Cn1cc(S(=O)(=O)N2CCCC2)cc1C(=O)NCc1ccc(Cl)cc1
11	-21	0	CCN(CC)S(=O)(=O)c1cc(C(=O)OC(C)C(=O)NCc2ccco2)ccc1C (configuration not stated)
12	17	4	COc1ccc(S(=O)(=O)N2CCOCC2)cc1NC(=O)CN1C(=O)CN(C)C1=O
13	-22	8	Cc1ccc(/C(C#N)=C\c2ccc(N3CCOCC3)o2)cc1
14	-26	12	Cc1ccc2nc(SCC(=O)Nc3cccc4ccccc34)nc(=O)n2c1
15	-11	6	COC(=O)c1ccccc1NC(=O)Cn1ccnc1
16	-26	22	COc1cccc(C2C3=C(N=C4SCC(=O)N42)c2ccccc2CC3)c1OC (configuration not stated)
17	-21	15	COc1cc([N+](=O)[O-])ccc1NC(=O)CCCOc1ccc(C)cc1
18	9	8	CC(=O)Oc1ccc2c(=O)c(Oc3ccccc3)c(C)oc2c1OC(C)=O
19	-11	8	COc1ccc(C(=O)NC(=S)SCC(=O)O)cc1
20	-29	20	O=C(CCSc1nc(-c2ccco2)cc(C(F)(F)F)n1)NCC1CCCO1 (configuration not stated)
21	-35	30	O=C(Nc1nnc(-c2ccco2)s1)C1CCN(S(=O)(=O)c2ccc(Cl)cc2)CC1
22	-13	2	COc1ccccc1-n1c(SCC(=O)N2CCOCC2)nc2cccnc21
23	-11	13	N#Cc1nc(-c2ccc(OCc3ccccc3Cl)cc2)oc1NCCCn1ccnc1
24	-30	-7	CC(C)CCn1c(N2CCCC2)nc2c1c(=O)[nH]c(=O)n2C
25	-2	15	O=C(Cn1cccn1)N1CCCC(N2CCN(c3ccccc3F)CC2)C1 (configuration not stated)

Overlap with the part before: 7 entries, then new ones.
entry	OX1R antag-1	OX1R antag-2	SMILES
19	-11	8	COc1ccc(C(=O)NC(=S)SCC(=O)O)cc1
20	-29	20	O=C(CCSc1nc(-c2ccco2)cc(C(F)(F)F)n1)NCC1CCCO1 (configuration not stated)
21	-35	30	O=C(Nc1nnc(-c2ccco2)s1)C1CCN(S(=O)(=O)c2ccc(Cl)cc2)CC1
22	-13	2	COc1ccccc1-n1c(SCC(=O)N2CCOCC2)nc2cccnc21
23	-11	13	N#Cc1nc(-c2ccc(OCc3ccccc3Cl)cc2)oc1NCCCn1ccnc1
24	-30	-7	CC(C)CCn1c(N2CCCC2)nc2c1c(=O)[nH]c(=O)n2C
25	-2	15	O=C(Cn1cccn1)N1CCCC(N2CCN(c3ccccc3F)CC2)C1 (configuration not stated)
26	-20	15	Cc1nc2ccc(C(=O)N/N=C/c3ccccc3O)cc2[nH]1
27	1	8	Cc1cnc(C(=O)OCC(=O)N2CC(C)CC(C)C2)cn1 (configuration not stated)
28	-9	32	Cc1nccn1-c1c([N+](=O)[O-])c(=O)n(C)c2ccccc12
29	-28	12	CC(C)(C)n1nc2c(c1NC(=O)COc1ccc3ccccc3c1)CS(=O)C2 (configuration not stated)
30	-1	20	Cc1ccccc1NC(=O)CCn1c(=O)oc2ccccc21
31	-5	-1	O=C(O)c1cn2c3c(ccc(Cl)c3c1=O)OCC2
32	-15	13	CCCc1nn(-c2cc(Cl)ccc2OC)c2c1C(=O)CCC2
33	3	64	Nc1c(C(=O)Nn2cnnc2)cc([N+](=O)[O-])cc1[N+](=O)[O-]
34	-7	5	CCc1ccccc1N1C(=O)CC(Sc2nccc(C)n2)C1=O (configuration not stated)
35	-9	6	Cc1cc(=O)oc2ccc(OC(C)C(=O)O)cc12 (configuration not stated)
36	-11	8	COc1ccc(CC(=O)OCC(=O)NC(=O)Nc2ccccc2F)cc1
37	-9	3	CCOC1=NN(c2ccccc2)C(=O)/C1=C\N(C)C
38	-2	12	O=C(O)C1CCC(CNS(=O)(=O)c2ccc(Cl)cc2)CC1 (configuration not stated)
39	0	4	CNC(=S)Nc1ccc(Br)cc1
40	-5	3	O=C1c2cccnc2C(Nc2cccc(F)c2)N1Cc1ccco1 (configuration not stated)
41	-7	1	O=C(CSc1nc(C(F)(F)F)cc(=O)[nH]1)N1CCCC1
42	-5	16	CC(C)CC(NS(=O)(=O)c1ccccc1S(=O)(=O)NC(CC(C)C)C(=O)O)C(=O)O (configuration not stated)
43	-22	6	COCCn1c(SCc2nc3ccccc3s2)nc2ccccc21
44	-3	18	CC(=O)CCCCn1cnc2c1c(=O)n(C)c(=O)n2C
45	-22	13	CC(=O)c1ccc(N2Cc3ccccc3C2=NC(=O)c2cccs2)cc1
46	9	2	Cc1cccc(COc2ccccc2/C=N/Nc2ccc([N+](=O)[O-])cc2)c1
47	-19	26	O=C(C1CCN(C2CCN(C/C=C/c3ccccc3)CC2)CC1)N1CCOCC1
48	-9	0	COC(=O)CN1C(=O)C2(OCCCO2)c2ccccc21
49	5	28	O=C(COC(=O)c1cc[n+]([O-])cc1)Nc1ccc(SC(F)F)cc1
50	-4	6	CCOC(=O)CNC(=O)COc1coc(CN2CCN(c3ccc(F)cc3)CC2)cc1=O
51	6	13	COc1ccc(S(=O)(=O)Nc2cccc3c2O[C@H](CN(C)Cc2ccc(Cl)c(Cl)c2)[C@@H](C)CN([C@H](C)CO)C3=O)cc1
52	-11	12	CCCc1noc(-c2cccc([N+](=O)[O-])c2)n1
53	-15	16	COC(=O)C1=C(O)CSC1=Nc1ccc(C)cc1
54	-6	15	COc1ncnc(NS(=O)(=O)c2ccc(N)cc2)c1OC
55	-12	8	COCCNC(=O)CSc1nc2cc3c(cc2c(=O)n1CCCC(=O)NCCc1ccc(OC)c(OC)c1)OCO3
56	-20	16	CC1CCN(S(=O)(=O)c2cc3c4c(c2)C(C)C(=O)N4CCC3)CC1 (configuration not stated)
57	3	13	CCCCc1cc(=O)oc2cc(C)cc(OCC(=O)O)c12
58	-11	30	O=c1c2cnn(-c3ccccc3)c2nnn1/N=C/c1cccnc1
59	0	4	O=C(CN1C(=O)NC2(CCc3ccccc3C2)C1=O)NCC(F)(F)F (configuration not stated)
60	-7	-3	CN(C(=O)CSc1nnc(-c2cccnc2)o1)C1CCCCC1
61	-6	15	Cc1ccc(-c2csc3ncn(/N=C/N(C)C)c(=O)c23)o1
62	-22	10	C=C(C)COc1ccc(-c2nc(N)ncc2-c2ccccc2OC)c(O)c1
63	30	64*	O=C(N/N=C/c1ccccn1)c1sc2ccccc2c1Cl
64	-15	8	Cc1cccc(C)c1C(=NCCN(C)C)c1ccccc1
65	-5	0	CN1C(C(=O)NCc2ccc(OC(F)(F)F)cc2)CC2Cn3c(nc4cc(Cl)c(Cl)cc43)C21 (configuration not stated)
66	30	-6	O=S(=O)(NCc1ccccc1)c1ccc(NC(=S)NCc2ccco2)cc1
67	-16	29	Cc1cc(C(=O)N(C)CC(=O)Nc2ccc(Cl)c(C(F)(F)F)c2)no1
68	8	-5	Cn1c(SCC(=O)Nc2ccccc2Br)nnc1-c1cnccn1
69	-10	21	COc1ccc2oc(C(=O)OCC(=O)Nc3cc(S(=O)(=O)N4CCOCC4)ccc3C)c(C)c2c1
70	-14	1	O=C(NC(=S)N1CCCCC1c1cccnc1)c1ccc(F)cc1 (configuration not stated)
71	-36	9	Cc1ccc(CN2CCCN(Cc3cc(C)ccc3C)S2(=O)=O)cc1
72	11	1	N#Cc1cc(Oc2ccc3ccccc3c2)c(-n2nnc3ccccc32)cc1C#N
73	3	16	CCCCN(C)CCNC(=O)Cn1c(=O)sc2ccccc21
74	2	15	CCS(=O)(=O)Nc1cccc(-c2ccc3nnc(C)n3n2)c1
75	-3	16	COc1ccc(-c2nn(-c3ccccc3)cc2CO)cc1

Other records follow:
entry	OX1R antag-1	OX1R antag-2	SMILES
76	-31	18	O=C(COc1ccccc1)Nc1ccccc1Oc1ccccc1
77	0	2	Cc1cc(SCCC(=O)O)nc2c(C)cccc12
78	-6	17	Cc1nc2ccc(CN(C)c3ccc(C(=O)N[C@@H](CCC(=O)O)C(=O)O)s3)cc2c(=O)[nH]1
79	-26	23	O=C(NCCC1CCCCN1S(=O)(=O)c1ccc(F)cc1)C(=O)NCc1ccccn1 (configuration not stated)
80	-28	10	COc1ccc(OC)c2sc(NNC(=O)C3COc4ccccc4O3)nc12 (configuration not stated)
81	-27	14	CCN(CC)S(=O)(=O)c1cccc(NC(=O)CN(C)C2CCCCC2)c1
82	-46	28	Cc1ccc(C)c(NC(=S)c2nc3ccccc3s2)c1
83	-10	21	CCN(CC)CCCN(Cc1cc2cc3c(cc2[nH]c1=O)OCO3)C(=S)Nc1ccccc1OC
84	-13	19	CCOC(=O)N1CCc2c(sc3c2c(=O)n(Cc2ccccc2)c(=O)n3CC(=O)NCCOC)C1
85	-13	8	CCOc1ccc(-c2ccc(SCC(=O)N3CCN(c4ccccc4)CC3)nn2)cc1
86	-23	31	COc1ccccc1NC(=O)c1oc2ccccc2c1NC(=O)C1CC1
87	-5	16	Cc1cc(OCC(=O)Nn2cnnc2)c(C)cc1Br
88	-22	9	O=C(Nc1ccc(Cl)c(S(=O)(=O)N2CCCCC2)c1)c1ccco1
89	-38	-1	COc1ccc2[nH]c3c(c2c1)CCN1C(=O)C(CC(=O)NCCC2=CCCCC2)C[C@H](C(=O)N2CCOCC2)[C@@]31C (some centres not stated)
90	-14	12	O=[N+]([O-])c1ccc(Sc2ccc(Cl)c(Cl)c2)nc1
91	-20	10	O=C(NN1CC(=O)N(c2cc(Cl)cc(Cl)c2)CC1=O)c1sccc1Cl
92	-3	-2	CC1=NN(C(N)=S)C(=O)C1N=Nc1ccc([N+](=O)[O-])cc1 (configuration not stated)
93	-13	18	CN(C)S(=O)(=O)c1ccc(N2CCCC2)c(C(=O)NCC2CCCO2)c1 (configuration not stated)
94	-25	9	CCOc1cc(CNC2CCCC2)ccc1OCc1ccccc1Cl
95	-22	17	CC(CNC(=O)CCc1nnc2ccc(N3CCC4(CC3)OCCO4)nn12)c1ccccc1 (configuration not stated)
96	6	45	Nc1c(O)ccc2c1C(=O)c1ccccc1C2=O
97	-9	21	CC(=O)Nc1ccc2oc(-c3ccccc3)nc2c1
98	-21	20	O=C(CONS(=O)(=O)c1ccc(Cl)cc1)NCCNc1ncc(C(F)(F)F)cc1Cl
99	-13	-1	COC(=O)C1CCN(C(=O)COC(=O)CNC(=O)c2ccc(Cl)cc2Cl)CC1
100	-14	14	CCOC(=O)C1=C(COC(=O)CNC(=O)c2cc(OC)c(OC)c(OC)c2)NC(=O)NC1C (configuration not stated)

Another view of some results above.
86) COc1ccccc1NC(=O)c1oc2ccccc2c1NC(=O)C1CC1
87) Cc1cc(OCC(=O)Nn2cnnc2)c(C)cc1Br
compound no.	86	87
OX1R antag-1	-23	-5
OX1R antag-2	31	16

Additional compounds:
entry	OX1R antag-1	OX1R antag-2	SMILES
101	9	3	C#Cc1ccc([C@H]2C=C(C(=O)O)O[C@@H](OCc3ccc(CO)cc3)C2)cc1
102	9	42	Cc1ccc(-c2noc(CCC(=O)Nc3cccc(C#N)c3)n2)cc1
103	-4	11	CSc1cc(C)[nH]c(=O)n1
104	-20	20	O=c1c2c(nc3cc(-c4ccccc4Cl)[nH]n13)CCS2
105	0	4	Cc1nc2cccc(C(=O)NC3CCCCC3)c2o1
106	0	0	O=C(CCS(=O)(=O)Cc1ccccc1)NCC1CCCO1 (configuration not stated)
107	-11	3	COc1ccc(NC(=O)O/N=C/c2ccc(N(C)C)cc2)cc1
108	0	40	CC(C)=C1C2CCC1C1C(=O)N(c3nc(-c4ccccc4)c(C)s3)C(=O)C21 (configuration not stated)
109	-6	3	Cc1cccc(NC(=O)Cc2noc3ccccc23)c1C
110	-16	13	CCNC(=O)CC1C(=O)N(c2ccc(C)cc2)C(=O)N1CCc1sccc1C (configuration not stated)
111	3	41	COc1ccc(-n2nnnc2SCC(=O)c2cc3ccccc3o2)cc1
112	-15	56*	O=C1c2ccccc2C(=O)c2c1cccc2N1CCN(CCO)CC1
113	-8	-5	O=C(Nc1ccnn1C1CCN(Cc2ccc(CO)o2)CC1)c1ccccc1
114	-15	6	CCOC(=O)c1[nH]c2cc(OC)c(OC)cc2c1NC(=O)CN(C)C1CCCCC1
115	-28	5	COc1ccccc1N1CCN(S(=O)(=O)c2c(C(=O)N3CCOCC3)c(C)n(C)c2C)CC1
116	28	28	Cc1ccc(-c2nc3cc(N)ccc3o2)cc1Br
117	-21	7	O=C(CCN1CCN(c2ccccc2F)CC1)Nc1ccccc1F

Copied from the list:
Reading for O=c1c2c(nc3cc(-c4ccccc4Cl)[nH]n13)CCS2 under OX1R antag-1: -20
Reading for Cc1ccc(-c2nc3cc(N)ccc3o2)cc1Br under OX1R antag-1: 28
Reading for CCNC(=O)CC1C(=O)N(c2ccc(C)cc2)C(=O)N1CCc1sccc1C (configuration not stated) under OX1R antag-2: 13

Some of these compounds in order of the OX1R antag-1 value, descending.
entry	OX1R antag-1	OX1R antag-2	SMILES
116	28	28	Cc1ccc(-c2nc3cc(N)ccc3o2)cc1Br
102	9	42	Cc1ccc(-c2noc(CCC(=O)Nc3cccc(C#N)c3)n2)cc1
105	0	4	Cc1nc2cccc(C(=O)NC3CCCCC3)c2o1
103	-4	11	CSc1cc(C)[nH]c(=O)n1
110	-16	13	CCNC(=O)CC1C(=O)N(c2ccc(C)cc2)C(=O)N1CCc1sccc1C (configuration not stated)
117	-21	7	O=C(CCN1CCN(c2ccccc2F)CC1)Nc1ccccc1F

Source: PubChem BioAssay (The Scripps Research Institute Molecular Screening Center)
